# Screening data from PubChem BioAssay.
# AmpC inh detg: AmpC beta-lactamase inhibition with detergent present; P00811; AmpC hydrolysis of nitrocefin, absorbance 480 nm, 0.01% Triton; Potency, µM (series often up to 114 µM), for the others: at the top dose activity change, negative = inhibition, hits mostly inhibitors; 370,000 compounds, 0.041% hits; AID 485294;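 note: potency is the fitted concentration of half-maximal effect; 0% = no-compound wells and -100% = no-enzyme wells; nearly all actives have a fitted effect of over 25% in size; some results filed as inactive show a strong effect at the top dose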
# Target sequence (P00811 whole entry, looked up): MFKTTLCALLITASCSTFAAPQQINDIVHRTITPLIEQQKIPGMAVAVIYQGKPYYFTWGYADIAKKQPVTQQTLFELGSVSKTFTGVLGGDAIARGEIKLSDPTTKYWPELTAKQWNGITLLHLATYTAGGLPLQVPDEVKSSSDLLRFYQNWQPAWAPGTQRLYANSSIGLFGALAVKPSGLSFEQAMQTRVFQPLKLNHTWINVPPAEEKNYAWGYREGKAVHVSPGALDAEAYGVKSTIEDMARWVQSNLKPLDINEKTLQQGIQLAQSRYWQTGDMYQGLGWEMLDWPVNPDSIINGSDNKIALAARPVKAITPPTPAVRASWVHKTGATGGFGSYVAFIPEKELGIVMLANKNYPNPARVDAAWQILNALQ
#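 20 mM phosphate pH 7.0 + 0.01% (detergent screen) or 0.0001% Triton X-100; 5.3 nM AmpC reagent; cpd preinc 15 min RT; nitrocefin (800 uM stock) to start; A480 q20 s × 4 min; Activity was normalised to no-enzyme and no-compound control wells.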
# HCMV antiviral: inhibitors of human cytomegalovirus; activity change, negative = inhibition, % at 57.5 µM; AID 1259415; HFF cells, HCMV-luciferase reporter, 72 h; hits give low values; 410,000 compounds, 4.5% hits; in the data active = activity change below about -60%; inconclusive = no clear call, values can overlap the other calls; inactive = above about -39%
#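 Two-dose cell screen: HFF monolayers treated with compounds and infected with luciferase-expressing HCMV at 1 PFU/cell, 72 h at 37C, then lysed for luciferase measurement.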
# Giardia FBPA inh: Giardia lamblia aldolase inhibition; A8B2U2; purified Giardia FBPA; Potency, µM (top dose mostly 59.6 µM), without a hit: at the highest dose activity, negative = inhibition, usual class: inhibitors; 290,000 compounds, 0.71% hits; note: potency is the fitted concentration of half-maximal effect; nearly all actives have a fitted effect of over 55% in size
# Target sequence (A8B2U2 whole entry, looked up): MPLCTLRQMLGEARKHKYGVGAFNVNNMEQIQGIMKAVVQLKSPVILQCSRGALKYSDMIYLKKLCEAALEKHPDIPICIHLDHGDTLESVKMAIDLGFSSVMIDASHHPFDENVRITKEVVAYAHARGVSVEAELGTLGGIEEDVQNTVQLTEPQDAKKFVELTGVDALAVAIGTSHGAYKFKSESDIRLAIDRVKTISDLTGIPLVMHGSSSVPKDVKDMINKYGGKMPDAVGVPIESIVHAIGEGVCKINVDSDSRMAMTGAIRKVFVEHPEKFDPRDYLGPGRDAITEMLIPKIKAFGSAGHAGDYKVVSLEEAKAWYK
#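 40 nM FBPA preincubated 10 min at RT with compound (up to 57.5 uM final), then substrate plus GAPDH/TPI/NAD/arsenate coupling and diaphorase/resazurin added. Fluorescence read after 20 min at RT, 525/598 nm.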
# Sm TGR inh: blocks Schistosoma mansoni thioredoxin glutathione reductase; Q962Y6; purified TGR, DTNB reduction, TNB absorbance 405 nm; Potency, µM (titrated, usually from 114 µM), for the others: at the highest dose activity change, negative = inhibition, usual class: inhibitors; 360,000 compounds, 3% hits; AID 485364; note: potency is the fitted concentration of half-maximal effect; nearly all actives have a fitted effect of over 60% in size
#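 TGR 20 nM + NADPH 100 uM (dispensed conc.), cpd preinc 15 min RT; start with NADPH (500 uM addition) then DTNB (15 mM addition). Kinetic TNB absorbance, 405 nm filter. Four-parameter Hill fit across titration.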
# HCV inh: blocks hepatitis C virus; Potency, µM (doses to about 41.8 µM), for the others: at the top dose activity change, negative = inhibition, actives largely listed as inhibitors; Huh7.5.1 HCVcc-Cre infection, luciferase reporter, 44 h; AID 651820; 340,000 compounds, 3.4% hits; note: potency is the fitted concentration of half-maximal effect
#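 HCVcc-Cre virus at an moi near 0.5 was added right after compound to cells cultured 4 h from seeding (1,000 cells/well). Luciferase activity was determined 44 h later, 15 min after substrate addition at RT.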
# AMA1 RON2 block: inhibitors of Plasmodium falciparum AMA1-RON2 interaction. AlphaScreen AMA1-biotinylated RON2 peptide binding. Potency, µM (top dose mostly 58.2 µM), for inactives: at the highest dose activity change, negative = inhibition, usual class: inhibitors. 360,000 compounds, 0.2% hits. AID 720542;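 note: potency is the fitted concentration of half-maximal effect; 0% = vehicle wells and -100% = peptide control; nearly all actives have a fitted effect of over 45% in size; some results filed as inactive show a strong effect at the top dose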
#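 AMA1 (3D7) with his tag at 25 nM final met compounds first, then biotinylated RON2 peptide at 25 nM; detection used donor plus acceptor beads, 10 µg/mL apiece, read by AlphaScreen after 30 min at room temperature.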
# Numbers without * were called inactive; ? = inconclusive; . = not tested or not shown; [ ] = dose if it differs, or a comment. Unless noted, calls come from the whole dose curve; as a rule, active = well fitted curve in the direction sought with a large enough effect; inconclusive = small, poorly fitted or top-dose-only effect, or another doubt; inactive = no such curve, though single readings can be large; an effect the other way counts as inactive or inconclusive. Unless noted, % is set by controls: 0 for no effect and ±100 for the full control effect.
SMILES,AmpC inh detg,HCMV antiviral,Giardia FBPA inh,Sm TGR inh,HCV inh,AMA1 RON2 block
CC(=O)Nc1ccc(NS(=O)(=O)c2ccc(CN3C(=O)c4cccnc4C3=O)cc2)cc1,-10%,-28,15%,0%,2%,12%
CN(C)c1ccc(C(=O)C(O)c2ccccc2)cc1 (configuration not stated),?,-1,5%,-23%,-20%,-11%
Cc1cccc(C)c1NC(=O)C1c2cccc[n+]2CC(=O)N1Cc1ccc2c(c1)OCO2 (configuration not stated),0%,24,-7%,-13%,7%,90%[activator]
CN(c1ccc(OCC(=O)NCCc2ccccc2)cc1)S(=O)(=O)c1ccc(Cl)cc1,-2%,19,.,6%,?,-9%
C=CCSc1nc2c(c(=O)[nH]c(=O)n2C)n1C(C)C,-9%,-12,0%,0%,-5%,-2%
COc1cc2c(cc1OC)/C(=C/C(=O)c1ccc(OC)c([N+](=O)[O-])c1)NCC2,-4%,70,-9%,0%,?,-18%
O=C(Nc1ccc2c(c1)CCC2)c1ccccc1Br,3%,18,-6%,-1%,-9%,12%
C=CCNC(=O)c1onc(CS(=O)(=O)c2cc(C)cc(C)c2)c1C(=O)NCC=C,?,0,.,-21%,-12%,7%
CCCNC(=O)C1CCN(S(=O)(=O)c2ccc(Br)cc2)CC1,9%,-6,1%,8%,?,-3%
Cc1ccc(C(=O)NCC#N)cc1,2%,-4,3%,-10%,17%,4%
CC1=C(C(=O)N2CCCC(N3CCN(c4ccccc4C)CC3)C2)OCCO1 (configuration not stated),-9%,?,-2%,-5%,-12%,-10%
CC1(C)Cc2c(c(N3CCOCC3)nc3sc(C#N)c(N)c23)CS1,0%,19,11%,5%,?,8%
CCc1ccccc1OCC(=O)OCC(=O)Nc1cc(C)on1,4%,7,.,-3%,6%,-4%
Cc1ccccc1C(=O)Nc1cccc(-c2ccc(N3CCOCC3)nn2)c1,?,6,.,5%,-6%,19%
CNc1ccccc1C(C)(C)c1cc(-c2cccc(Br)c2)no1,2%,?,-20%,1%,?,-2%
Cc1ccc2c(CC(=O)Nc3c(C(=O)c4ccc(C)c(F)c4)oc4ccccc34)coc2c1,-5%,21,.,-11%,.,.
Cc1ccc(S(=O)(=O)c2cn(C)c3cc(N4CCN(C)CC4)c(F)cc3c2=O)c(C)c1,-2%,-20,.,-6%,13µM*,3%
O=C(OC1CCCCC1=O)c1cccc(S(=O)(=O)NCc2ccccc2)c1 (configuration not stated),-1%,-28,1%,-4%,17%,0%
CCCCn1nc(C(=O)N(CCOC)c2c(N)n(CCCC)c(=O)[nH]c2=O)c2ccccc2c1=O,6%,25,.,0%,14%,-2%
O=C(CN1CCN(C(=O)c2ccco2)CC1)Nc1ccc(Cl)c(C(F)(F)F)c1,0%,28,-4%,-29%,-6%,-1%

# Pulled by compound from the entries so far:
SMILES,AmpC inh detg,HCMV antiviral,Giardia FBPA inh,Sm TGR inh,HCV inh,AMA1 RON2 block
CCCCn1nc(C(=O)N(CCOC)c2c(N)n(CCCC)c(=O)[nH]c2=O)c2ccccc2c1=O,6%,25,.,0%,14%,-2%
CCc1ccccc1OCC(=O)OCC(=O)Nc1cc(C)on1,4%,7,.,-3%,6%,-4%
CC1(C)Cc2c(c(N3CCOCC3)nc3sc(C#N)c(N)c23)CS1,0%,19,11%,5%,?,8%
Cc1ccc(S(=O)(=O)c2cn(C)c3cc(N4CCN(C)CC4)c(F)cc3c2=O)c(C)c1,-2%,-20,.,-6%,13µM*,3%
O=C(CN1CCN(C(=O)c2ccco2)CC1)Nc1ccc(Cl)c(C(F)(F)F)c1,0%,28,-4%,-29%,-6%,-1%

# Additional records:
SMILES,AmpC inh detg,HCMV antiviral,Giardia FBPA inh,Sm TGR inh,HCV inh,AMA1 RON2 block
CCN(CC)CCNC(=O)CCCCn1c(=S)[nH]c2c([nH]c3ccc(OC)cc32)c1=O,-10%,27,-9%,11%,15%,8%
CCCc1nc2oc3cc(OC)ccc3c(=O)c2c(=O)n1Cc1ccco1,-9%,-20,-10%,40µM*,-2%,-6%
COc1ccc(C(C(=O)NC2CCCCC2)N(CC2CCCO2)C(=O)CCCC(=O)Nc2ccccn2)cc1 (configuration not stated),-10%,0,-3%,-11%,8%,-1%
COCCNC(=O)c1ccc(S(=O)(=O)N2CCCc3ccccc32)cc1,2%,-21,-2%,-6%,-14%,0%
CC(C)Oc1cccc(C(=O)Nc2ccc(-c3nc4cc(Cl)cc(Cl)c4o3)cc2)c1,2%,7,.,12%,.,.
O=Cc1cccc(OC(=O)c2ccc(Cl)cc2Cl)c1,?,.,-3%,0%,.,.
COc1cc(OC)cc(C(=O)N[C@H](C(=O)NC2CCCc3ccccc32)C(C)C)c1 (some centres not stated),.,1,.,.,-4%,-8%
O=C(NCCCN1CCOCC1)c1ccc(CS(=O)(=O)c2ccc(Br)cc2)o1,-14%,11,-3%,-28%,9%,16%
Cc1cc(NC(=O)CCC(=O)N(Cc2ccco2)C(C(=O)NC2CCCC2)c2ccccc2F)no1 (configuration not stated),-13%,7,16%,-10%,-4%,3%
On1nnc2ccc(C(F)(F)F)cc21,-1%,74,-2%,2%,17%,-6%
CCC(C)N1C(=O)N(c2cccc(Cl)c2)C(C)(O)CC1(C)C (configuration not stated),3%,?,6%,-6%,-19%,2%
Cc1ccc(C(=O)c2oc3ccccc3c2N)cc1,0%,121,-3%,-5%,?,10%
c1ccc(Nc2nc(-c3ccccn3)cs2)cc1,4%,143,19%,0%,?,9%
COc1cc(CCC(=O)NNC(=O)c2ccc(Cl)cc2)cc(OC)c1OC,-1%,39,10%,-3%,-17%,61%[activator]
O=C(c1cccc(Cl)c1)N1CCN(Cc2ccccc2)CC1,-11%,-7,3%,?,4%,0%
O=S(=O)(NCC1CCN(Cc2ccccc2)CC1)c1ccccc1C(F)(F)F,6%,-21,4%,9%,?,-8%
O=C(O)CSCC(=O)NCc1cccc(C(F)(F)F)c1,7%,12,4%,.,9%,-18%
Cc1cc(C(=O)N/N=C/C=C/c2ccc(Br)cc2)n[nH]1,-1%,?,9%,?,11%,71%[activator]
COc1ccc(/C=N/n2cnnc2)cc1Oc1nc(Cl)ncc1F,-2%,-35,6%,2%,11%,0%
CCc1cc(=O)oc2cc(OCC(=O)O)c(Cl)cc12,?,-17,12%,-17%,1%,15%
COc1cc(CO)cc(Br)c1OCc1cccnc1,?,-16,-3%,3%,2%,-5%
CCCCN(C(=O)CCC(=O)Nc1cc(C)on1)C(C(=O)NC(C)(C)C)c1cccc(OC)c1OC (configuration not stated),?,-14,1%,-13%,?,-11%
O=C(CCN1C(=O)c2ccccc2S1(=O)=O)Nc1ccccc1O,-2%,-15,1%,-23%,21%,-4%[2.32 µM]
CCOc1ccccc1-n1c(SCC(=O)N2CCCC2)nnc1-c1ccoc1C,-14%,1,-4%,-2%,-11%,-16%
COc1ccc(CC(=O)Nc2cccc(C)n2)cc1OC,-14%,-20,15%,-3%,-17%,-11%
CSc1nc2c(cnn2-c2ccccc2)c(=O)n1N,2%,27,0%,7%,3%,13%
CC(C)N1C(=O)CCC1C(=O)N1CCC2(CC1)OCCO2 (configuration not stated),-12%,1,3%,9%,13%,2%
O=[N+]([O-])c1cc(CN(CCO)CCO)ccc1O,7%,-14,-10%,?,0%,0%
Cc1ccc(NS(=O)(=O)c2ccc3c(c2)CCN3C(=O)CCC(=O)O)cc1Cl,-4%,18,-4%,-5%,11%,1%
CCOC(=O)CN1C(=O)N[C@@H](c2cccc(C(F)(F)F)c2)[C@H](C(C)=O)[C@H]1C,.,11,6%[12.9 µM],.,-1%,-7%
CC(C)n1cc(/C(N)=N/O)c(=O)n(Cc2ccccc2)c1=O,4%,23,0%,18%,5%,-6%
COc1ccc(Nc2cc(C(=O)NCCCN(C)Cc3ccccc3)c3ccccc3n2)c(OC)c1,-3%,-26,.,-9%,.,.
Cc1cccc(C)c1NC(=O)CNC(=O)CCCc1c[nH]c2ccccc12,-23%,-15,.,-3%,3%,0%
Cc1ccc2nc(/C(C#N)=C/c3ccc(-c4ccc(C(=O)OC(C)C)cc4)o3)[nH]c2c1,-2%,41,.,?,.,.
Cc1ccc(N(Cc2ccc(C(=O)NC3CCCCC3)cc2)S(C)(=O)=O)cc1C,-3%,-2,2%,-12%,14%,0%
COC(=O)c1ccc(Oc2cc(C)nc(-n3nc(C)cc3C)n2)cc1,-7%,-76*,-10%,-29%,?,-8%
CCCNC(=O)c1n[nH]c(=O)c2ccccc12,-12%,-5,3%,-13%,20%,-1%
COc1ccccc1NC(=S)NCc1ccccc1Cl,-9%,6,12%,2%,6%,4%
CC(=O)N1CCc2cc(S(=O)(=O)NCCCN3CCCCC3)ccc21,?,-14,.,5%,-2%,-20%
COc1ccc(NC(=O)COc2ccc(S(=O)(=O)NC3CCCCC3)cc2)cc1OC,18%,3,.,0%,.,.
COc1ccc(Nc2cc(C(=O)NCCCN3CCN(C)CC3)c3ccccc3n2)cc1,3%,43,2%,-8%,?,-4%
C=CC[C@@H](CC(=O)N(CCO)Cc1ccccc1)C(=O)NC[C@@H](OC(=O)[C@@H](CC=C)Cc1ccc(F)cc1)c1ccccc1,.,3,.,.,?,-8%
COc1nnc(-c2ccc(N3CCCCC3)c(NC(=O)c3ccc(Cl)cc3)c2)c2ccccc12,-2%,-1,.,10%,.,.
Cc1ccc(C)n1-c1ccc(C(=O)Nc2ccccc2)cc1,-5%,31,-4%,25µM*,9%,-9%
NS(=O)(=O)c1ccc(NC(=O)/C=C/c2cccc(Cl)c2)cc1,3%,-13,-1%,.,11µM*,-2%
CCOC(=O)c1cnc(SC)nc1N,-6%,49,-1%,1%,7%,1%
NS(=O)(=O)c1ccc(CCNC(=O)c2cccnc2)cc1,?,-1,3%,4%,9%,8%
Nc1c(N(Cc2ccccc2)C(=O)COc2ccc(F)cc2)c(=O)[nH]c(=O)n1Cc1ccccc1,3%,5,12%,-2%,.,-5%
O=C(NCCN1CCN(S(=O)(=O)c2ccccc2)CC1)C(=O)Nc1ccc(F)cc1,-1%,28,.,0%,-12%,-5%
CCCS(=O)(=O)c1nc(S(=O)(=O)c2ccc(C)cc2)c(NCc2ccccc2Cl)s1,-3%,30,.,-24%,.,.
# (more compounds)
SMILES,AmpC inh detg,HCMV antiviral,Giardia FBPA inh,Sm TGR inh,HCV inh,AMA1 RON2 block
Cc1ccc(C(=O)Nc2ccc(S(=O)(=O)N3CCCC3)cc2)s1,-2%,-25,-17%,10%,-6%,-2%
CCCN1CCN(CCCNC(=O)c2ccc3c(=O)n(CCc4ccccc4)c(=O)[nH]c3c2)CC1,?,-7,-8%,5%,?,-11%
O=C(C(=O)N1CCN(c2ccc(F)cc2)CC1)c1cn(CC(=O)N2CCOCC2)c2ccccc12,-7%,5,.,2%,13%,-5%
CCOC(=O)N1CCN(C(=O)CSc2nnc(-c3ccc(Cl)s3)o2)CC1,?,.,0%,0%,.,.
CC(C)CCOc1ccc(C(=O)NCCC(=O)N2CCOCC2)cc1,-3%,62,3%,-10%,-1%,-13%
CCOC(=O)c1sc(NC(=O)c2ccc(S(=O)(=O)N3CCOCC3)cc2)cc1C,-14%,-20,1%,0%,?,-4%
CCNC(=S)N(CCc1c(C)[nH]c2ccccc12)Cc1cccnc1,-4%,-9,11%,-1%,-8%,-2%

# Not a hit list, and some 9.3% of all compounds hit somewhere here.
